ST2 IL33 inh: inhibitors of human ST2 (IL1RL1) binding to IL-33, primary screen, biochemical, AlphaLISA; Interleukin-1 receptor-like 1 (Homo sapiens), Q01638; AlphaLISA ST2-Fc/biotin-IL-33 interaction, 1 h; inhibition, % for hits at 17 µM; 78,000 compounds, 2.3% hits; AID 1259354, 2018; in the data active = inhibition above about 30%; inconclusive = mostly about 10% to 28%
Target sequence (Q01638 whole entry, looked up): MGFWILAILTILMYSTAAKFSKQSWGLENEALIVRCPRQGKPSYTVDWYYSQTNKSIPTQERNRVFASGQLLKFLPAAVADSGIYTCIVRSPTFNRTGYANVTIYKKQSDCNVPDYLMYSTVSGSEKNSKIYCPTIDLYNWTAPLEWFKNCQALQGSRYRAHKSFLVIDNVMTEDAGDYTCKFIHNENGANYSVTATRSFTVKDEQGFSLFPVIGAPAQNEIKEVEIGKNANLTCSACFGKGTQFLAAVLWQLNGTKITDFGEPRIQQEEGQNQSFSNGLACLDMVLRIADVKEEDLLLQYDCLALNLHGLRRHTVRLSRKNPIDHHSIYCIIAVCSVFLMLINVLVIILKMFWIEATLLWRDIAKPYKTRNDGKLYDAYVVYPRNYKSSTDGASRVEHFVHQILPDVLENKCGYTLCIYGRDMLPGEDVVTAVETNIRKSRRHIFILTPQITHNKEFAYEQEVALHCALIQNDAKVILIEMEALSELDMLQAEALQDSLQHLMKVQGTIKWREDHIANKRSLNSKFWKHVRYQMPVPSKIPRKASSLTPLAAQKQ
* marks the source's active call; other numbers are inactive results; i = inactive; ? = inconclusive. A portion of the library (hit frequency here may not be typical).

SMILES	ST2 IL33 inh
CCOc1ccc(CNC(=O)c2cccn2-c2nnc(N3CCCCC3)s2)cc1OC	i
c1ccc2c(c1)CCN2CCNC1CCCNC1 (stereo unspecified)	?
CN1CCN(CC(=O)N2c3ccccc3C(=O)Nc3cccnc32)CC1	i
CCOC(=O)N1CCC(N2CC(=O)N3CC[C@@H](O)C[C@H]3C2=O)CC1	?
Cc1ccc(C2CC(C(F)(F)F)n3nc(C(=O)NCC(C)C)c(Cl)c3N2)cc1 (stereo unspecified)	i
O=c1cc(-c2cccnc2)nc(-c2ccc(CN3CCCNCC3)cc2)[nH]1	i
Cc1cccc(NC(c2ccc(F)cc2)c2ccc3cccnc3c2O)n1 (stereo unspecified)	30.0%*
CC(C)CCn1c(CNC(=O)C2CC3(CCNCC3)CN2)nc2cccnc21 (stereo unspecified)	?
O[C@H]1[C@H](NCC2CCCCC2)[C@H]2CO[C@H](O2)[C@@H]1N1CCC(Cc2ccccc2)CC1	i
COc1ccc(C2CC(=O)N3CN(C4CCCCC4)CSC3=C2C#N)cc1 (stereo unspecified)	i
O=C(O)c1cc(-c2ccc3[nH]ccc3c2)cc(S(=O)(=O)N2CCOCC2)c1	?
CN1CCC(Cc2noc(COCc3ccccc3)n2)CC1	i
Cc1ccc(C2Nc3ccccc3NC3=C2C(=O)CCC3)cc1 (stereo unspecified)	i
N#Cc1sc2nc3c(cc2c1N)CCCC3	?
COc1cccc(COC2CN(Cc3ccccn3)C(=O)CN(C(=O)c3ccc4c(c3)OCO4)C2)c1 (stereo unspecified)	?
COc1ccc(F)c(-c2cncc(C(=O)N3CCOCC3)n2)c1	i
Cc1nc(-n2cnc3ccccc32)c2c3c(sc2n1)CCC3	i
Cc1ccc(NC(=O)c2c([N+](=O)[O-])cnn2C)c(C)c1	i
O=C(O)/C(=C/c1ccc2c(c1)OCO2)NC(=O)c1ccccc1Cl	i
CN(C)CCNC(=O)CSc1cc(=O)n(C)c2ccccc12	i
C=CCc1c(C)nc(SC)[nH]c1=O	i
CCOCC(=O)NCCNC(=O)C1COc2ccccc2O1 (stereo unspecified)	?
Cc1ncc(CO)c(CN2CCCCC2c2ccc(F)cc2)c1O (stereo unspecified)	i
O=C(c1cccc([N+](=O)[O-])c1)N1N=C(C2CCCCC2)CC1(O)C(F)(F)F (stereo unspecified)	i
COc1ccc(N(C(=O)CCC2CCCC2)C2C=CS(=O)(=O)C2)c(OC)c1 (stereo unspecified)	i
COc1cccc(C2CC(=O)C3=C(C2)Nc2ccccc2NC3c2ccccc2F)c1 (stereo unspecified)	?
O=C(NCCC1=CCCCC1)C1CCN(S(=O)(=O)c2cccc3cccnc23)CC1	?
CC(C)c1ccc(S(=O)(=O)Nc2ccc3oc(=O)sc3c2)cc1	i
CCN(Cc1ccncc1)C1CCCN(C(=O)C(C)(C)c2ccccc2)C1 (stereo unspecified)	i
COCc1nc2ccccc2n1Cc1ccc(Cl)cc1	i
CCOc1nc(N2CCCCC2)nc(N2CCOCC2)n1	?
CCn1cc(CN2CCC(N3CCCC(C(=O)N4CCCC4)C3)CC2)cn1 (stereo unspecified)	?
Fc1ccc2c(c1)Sc1ccccc1N2	36.0%*
NC(=O)NC(CC(=O)O)c1ccccc1 (stereo unspecified)	i
Cc1cnn(-c2nc(-c3ccco3)cc(C(F)(F)F)n2)c1	i
Cc1nc([C@@H](N)c2ccccc2Cl)n(-c2ccc(F)cc2)n1	i
Cc1noc(C)c1CCCNC(=O)c1ccc(-c2ccc3c(c2)OCO3)nc1	i
CC(C)Cn1nc(C(=O)O)c2c1CCC(N1CCOc3ccccc3C1)C2 (stereo unspecified)	?
COc1ccc(NC(=O)C(C)N(c2ccccc2)S(C)(=O)=O)cc1Cl (stereo unspecified)	i
COc1cccc(OC)c1C(=O)Nc1ccc(I)cc1	i
CCC(Sc1nncn1C)C(=O)Nc1nc(-c2ccccc2)cs1 (stereo unspecified)	i
CCc1ccnc(NC(=O)c2cccc(CN3CC[C@H](O)C3)c2)c1	i
O=C(Cc1ccc(Cl)cc1)NC1CC(=O)N(c2ccc(F)cc2)C1 (stereo unspecified)	i
CCn1ccnc1CN(C)C(=O)CCNC(=O)c1ccccc1F	?
C[C@@](Cc1ccc(O)c(O)c1)(NN)C(=O)O	i
CC(C)(NC(=O)c1cccs1)C(=O)NCC1(c2cccc(F)c2)CCOCC1	?
O=C(CCn1cc(Cl)cn1)NC1CCC(n2cnnc2)CC1 (stereo unspecified)	i
O=C(NCc1ccccc1)C1C2C=CC3(CN(Cc4cccs4)C(=O)C13)O2 (stereo unspecified)	i

The last seven compounds of the part above come first, to join the parts.
SMILES	ST2 IL33 inh
CCc1ccnc(NC(=O)c2cccc(CN3CC[C@H](O)C3)c2)c1	i
O=C(Cc1ccc(Cl)cc1)NC1CC(=O)N(c2ccc(F)cc2)C1 (stereo unspecified)	i
CCn1ccnc1CN(C)C(=O)CCNC(=O)c1ccccc1F	?
C[C@@](Cc1ccc(O)c(O)c1)(NN)C(=O)O	i
CC(C)(NC(=O)c1cccs1)C(=O)NCC1(c2cccc(F)c2)CCOCC1	?
O=C(CCn1cc(Cl)cn1)NC1CCC(n2cnnc2)CC1 (stereo unspecified)	i
O=C(NCc1ccccc1)C1C2C=CC3(CN(Cc4cccs4)C(=O)C13)O2 (stereo unspecified)	i
COCc1nc(NCC(c2sccc2C)N(C)C)c2cnn(C)c2n1 (stereo unspecified)	i
O=[N+]([O-])c1cccc(-c2ccc(CN3CCN(c4ccccc4)CC3)o2)c1	?
NCCc1cc(=O)[nH]c(-c2ccccn2)n1	i
O=c1cc(-c2ccccc2)c2cc(Cl)ccc2[nH]1	i
CS(=O)(=O)c1ccc(CN2C[C@H](O)C[C@H]2c2nc(-c3ccc(C(F)(F)F)cc3)no2)cc1	i
Cc1nc2cc(-c3ccccc3)nn2c(C)c1CCC(=O)NCCCN1CCCC1=O	i
Cc1ccc(OC2(C(=O)NC(C)Cc3ccncc3)CCNCC2)cc1 (stereo unspecified)	?
COc1ccc(Br)cc1C1Nc2ccc3ncccc3c2C2=C1C(=O)CC(C)(C)C2 (stereo unspecified)	i
Cc1csc2c(N3CCC(O)(CO)CC3)ncnc12	i
Cc1cccc(C(=O)Nc2ccc(NC(=O)c3ccc(C)c([N+](=O)[O-])c3)cc2)c1	32.0%*
COc1ccccc1N1CCN(CC(O)COc2ccc(C(C)C)c(C)c2)CC1 (stereo unspecified)	i
O=C(Nc1cccc(Cl)c1)c1cccc([N+](=O)[O-])c1	92.0%*
CC[C@H]1CN(C(C)=O)CC[C@H]1CC(=O)NCc1ccc2c(c1)OCO2	i
CC(C)c1ccc(CN2CCC(O)CC2)cc1	i
OC(C#CC(O)(c1ccccc1)c1ccccc1)c1ccc(F)cc1 (stereo unspecified)	i
O=C1Nc2cc(Cl)c(Cl)cc2N(O)N1c1cccc(C(F)(F)F)c1	i
CCC1SC(=Nc2ccccc2)N(S(=O)(=O)c2ccc(C)cc2)C1=O (stereo unspecified)	?
Cc1cc(OC(C)c2nc(-c3nonc3N)no2)ccc1Cl (stereo unspecified)	i
CC1=C(C(=O)OC2CCCCC2)C(c2ccc(Cl)c(Cl)c2)CC(=O)N1 (stereo unspecified)	i
COc1cccc(C2C(C(=O)c3cc4ccccc4o3)=C(O)C(=O)N2CCCN2CCOCC2)c1 (stereo unspecified)	i
CCCCn1c(CN2CCC3(C=Cc4ccccc43)CC2)cnc1S(=O)(=O)CC	?
COc1cccc(C(C)NC(=O)c2cccc(OC)c2OC)c1 (stereo unspecified)	i
COc1cccc(OC)c1OCC(O)CN1CCN(c2ccccc2F)CC1 (stereo unspecified)	?
CC1CCCN(C(=O)Cc2c(C(=O)O)[nH]c3ccccc23)C1 (stereo unspecified)	i

Ordered by molar mass (falling): part of the list above.
SMILES	ST2 IL33 inh
COc1cccc(C2C(C(=O)c3cc4ccccc4o3)=C(O)C(=O)N2CCCN2CCOCC2)c1 (stereo unspecified)	i
CC[C@H]1CN(C(C)=O)CC[C@H]1CC(=O)NCc1ccc2c(c1)OCO2	i
OC(C#CC(O)(c1ccccc1)c1ccccc1)c1ccc(F)cc1 (stereo unspecified)	i
COc1cccc(C(C)NC(=O)c2cccc(OC)c2OC)c1 (stereo unspecified)	i
CC1CCCN(C(=O)Cc2c(C(=O)O)[nH]c3ccccc23)C1 (stereo unspecified)	i
CC(C)c1ccc(CN2CCC(O)CC2)cc1	i

Two consecutive entries out of the list so far:
SMILES	ST2 IL33 inh
COc1cccc(OC)c1OCC(O)CN1CCN(c2ccccc2F)CC1 (stereo unspecified)	?
CC1CCCN(C(=O)Cc2c(C(=O)O)[nH]c3ccccc23)C1 (stereo unspecified)	i

Further compounds
SMILES	ST2 IL33 inh
CC(C)CCNC(=O)c1ccc2c(c1)N(Cc1ccc(F)cc1Cl)C(=O)CS2	i
CC(C)(NC(=O)c1cccs1)C(=O)NCC(c1ccncc1)N1CCOCC1 (stereo unspecified)	?
O=C(c1ccc(Br)cc1)N1CCN(c2ccc([N+](=O)[O-])cc2)CC1	?
C(=C\c1ccccc1)/CN1CCN(Cc2c[nH]c3ccccc23)CC1	i
CN(Cc1n[nH]c2c1CCCCC2)C(=O)c1ccc(-n2cnnn2)cc1	i
N#Cc1sc2nc(-c3cccs3)cc(C(F)(F)F)c2c1N	i
CC(=O)N1CCc2cc(Br)cc(S(=O)(=O)CCC(=O)Nc3ccc(F)cc3)c21	i
Cc1cc(Br)ccc1NC(=O)CS(=O)(=O)c1cccc2nsnc12	i
CC(=O)c1ccc(C)cc1OC(=O)c1ccc(C)cc1	i
CC1CN(c2ccc([N+](=O)[O-])cc2Cl)CCN1S(=O)(=O)Cc1ccccc1 (stereo unspecified)	?
COc1cccc(C(=O)Nc2ccc(C)c(OCc3cc(=O)n4cccc(C)c4n3)c2)c1	31.0%*
COc1ccc(S(=O)(=O)NC2CCCCCC2)cc1Br	i
Cc1ccsc1[C@@H]1CCN(Cc2c(C)nn(C)c2Cl)C[C@H]1O	i
COc1ccc(C2C=C(Nc3ccccc3)C(=O)N2c2ccccc2)cc1OC (stereo unspecified)	i
Cc1cnc(C)c(N2CCN(Cc3ccc(C#CC(C)(C)O)s3)CC2)n1	i
C[N+](C)(C)CCOC(N)=O	?
O=C(c1ccn2nnnc2c1)N1CCCC(CCc2ccc(F)c(F)c2)C1 (stereo unspecified)	i
O=C(Nc1ccc(-c2ccc([N+](=O)[O-])cc2)cc1)C1CC1	i
COc1ccccc1CCN1CCCC(CN(C)Cc2nc3ccccc3n2C)C1 (stereo unspecified)	i
COc1ccc2cc(-c3ccccc3NC(=O)CN)ccc2c1	i
O=C(Cc1cccs1)N1CCc2c(c(C(=O)N3CCOCC3)nn2CCCc2ccccc2)C1	i
Cc1ccc(-c2nc(N)n[nH]2)cc1	i
O=C(c1cc2n(n1)C(C(F)(F)F)CC(c1ccc(Cl)c(Cl)c1)N2)N1CCCCC1 (stereo unspecified)	i
CC1CCC(C(C)C)C(OCC(O)CNC(C)C)C1 (stereo unspecified)	i
CCN(CC)C(=O)Cn1cnc2sc(C(=O)N(C)Cc3ccccc3)c(C)c2c1=O	?
CC(C)C(NS(=O)(=O)c1cccs1)C(=O)NCc1cccs1 (stereo unspecified)	i
COc1ccccc1NC(=O)c1ccccc1	i
CC1CC(=O)N(CC(=O)N2CCCCC2)c2ccccc2S1 (stereo unspecified)	i
Cc1ccc(-c2cc(C(=O)NCc3nnc4n3CCC4)n[nH]2)s1	i
O=c1c2ccccc2nc(/C=C/c2ccccc2)n1CCCO	?
CS(=O)(=O)c1ccc(C(=O)Nc2cnc3n2CCCC3)cc1	?
Cc1cc([N+](=O)[O-])nn1CCCC(=O)Nc1cccnc1Cl	i
Fc1ccc(N2CCN(Cc3ccsc3)CC2)cc1	i
N#Cc1c(NC(=O)c2cc3ncc(Br)cn3n2)sc2c1CCCC2	i
O=C(CSc1nc(-c2cccc(Cl)c2)nc2cc(=O)[nH]n12)Nc1ccc2c(c1)OCO2	i
CC1=C(C(=O)Nc2ccc(C)cc2C)C(c2ccc([N+](=O)[O-])cc2)n2nnnc2N1 (stereo unspecified)	i

Three compounds picked at random from those above:
SMILES	ST2 IL33 inh
CS(=O)(=O)c1ccc(C(=O)Nc2cnc3n2CCCC3)cc1	?
O=c1c2ccccc2nc(/C=C/c2ccccc2)n1CCCO	?
Cc1cc([N+](=O)[O-])nn1CCCC(=O)Nc1cccnc1Cl	i

Next compounds
SMILES	ST2 IL33 inh
CCN(CC)C(=O)[C@@H]1C[C@@H](N)CN1C(=O)c1csc(-c2cccs2)n1	?
CC1=CC[C@@H]2CN(C(=O)c3cccc4cc[nH]c34)C[C@@H]2C1	i
COc1ccc(C(=O)Nc2sc3c(c2C#N)CC(C)(C)OC3)cc1	i
CC1(C)CC(=O)C(C(N)=NC(=O)c2ccccc2)=C(O)C1	?
CCS(=O)(=O)N1N=C(c2ccc(C)cc2)CC1c1cc2ccc(OC)cc2nc1Cl (stereo unspecified)	?
COC(=O)C1=C(C)OC(N)=C(C#N)C1c1cccc(OC)c1 (stereo unspecified)	i
O=C(Nc1ccc(F)cc1)Nc1ccccc1I	i
Cc1cc(C)n(S(=O)(=O)c2ccc3c(c2)C(=O)c2ccccc2C3=O)n1	i
O=C(CN1C(=O)/C(=C\c2ccc(Cl)cc2)Sc2ccccc21)N1CCCCC1	41.0%*
CCOC(=O)C1CCN(C(=O)c2cc3cc4cc(OC)ccc4nc3o2)CC1	i
CC(C)C(NS(=O)(=O)c1cccs1)C(=O)NCCc1ccc(Cl)cc1 (stereo unspecified)	i
O=C1Nc2ccccc2C(=O)N2CC[C@H](NS(=O)(=O)c3cccs3)[C@@H]12	?
CCCCSc1nc2c(c(=O)n1-c1ccc(Cl)cc1)SCC2	i
CCC(C)N(Cc1ccncc1)C(=O)c1nn(C)c2ccccc12 (stereo unspecified)	i
Cc1ccc(S(=O)(=O)NC2CCC(NS(=O)(=O)c3ccc(C)cc3)CC2)cc1 (stereo unspecified)	i
C=Cc1ccc(O[C@@H]2O[C@H](CO[C@@H]3O[C@@H](C)[C@H](O)[C@@H](O)[C@H]3O)[C@@H](O)[C@H](O)[C@H]2O)cc1	?
CC(C)c1n[nH]c2c1CN(C(=O)c1cccc(C#CC(C)(C)O)c1)CC2	i
